Tau fluor cs: Counterscreen qHTS for Inhibitors of Tau Fibril Formation, Fluorescence Polarization. tau K18 P301L Alexa594 fluorescence, heparin fibrillization. Potency, µM (doses to about 57.7 µM), for the others: top-dose activity change, negative = decrease. 280,000 compounds, 0.93% hits; also: % is scaled to controls: 0 for no effect and ±100 for the full control effect; nearly all actives have a fitted effect of over 55% in size
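Human tau K18 P301L (15 uM unlabeled, 0.24 uM Alexa 594-labeled) in 100 mM sodium acetate pH 7 with 20 uM heparin, 6 hr at 37 C. ThT 30 uM added, 1 hr ambient; Alexa 594 FP and total fluorescence read at 555/632 nm.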
aGlu spleen mod: qHTS Assay for Inhibitors and Activators of Human alpha-Glucosidase From Spleen Homogenate; Lysosomal alpha-glucosidase (Homo sapiens), P10253; human spleen homogenate, 4-MU-alpha-glucoside fluorescence; Potency, µM (top dose mostly 79.9 µM), without a hit: at the highest dose activity change, negative = inhibition, actives largely listed as inhibitors; 240,000 compounds, 0.006% hits; AID 2112, 2009;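 also: 0% = enzyme with vehicle and -100% = no enzyme basal signal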
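AC50 values come from Hill-equation fits of concentration-response data, normalized to no-enzyme and full-activity controls. Enzyme source: 1 ug human spleen homogenate; 1 mM fluorogenic 4-MU glucoside, pH 5.0 citrate buffer, 37 C, 40 min.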
GLA spleen mod: qHTS Assay for Inhibitors and Activators of Human alpha-Galactosidase From Spleen Homogenate. human spleen homogenate, 4MU-alpha-Gal fluorescence, 40 min. Potency, µM (top dose mostly 80 µM), for inactives: top-dose activity change, negative = inhibition, actives largely listed as inhibitors. 240,000 compounds, 0.008% hits. AID 2107, 2009;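 also: 0% = enzyme with vehicle and -100% = no enzyme basal signal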
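Fluorogenic readout (Ex 365/Em 440 nm) of 4-methylumbelliferone released from 1 mM 4-MU-alpha-galactoside by spleen homogenate, 40 min at 37C, pH 5.0. Data normalized to no-enzyme and enzyme controls; Hill-equation AC50 from compound titrations.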
GAA inhib: qHTS Assay for Inhibitors of Human alpha-Glucosidase as a Potential Chaperone Treatment of Pompe Disease; AID 1466, 2008; purified human GAA, 4-MU-alpha-glucoside fluorescence; 200,000 compounds, 0.005% hits; Potency, µM (series often up to 76.9 µM), without a hit: at the highest dose activity change, negative = inhibition, most hits filed as inhibitors;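 also: plate controls were uninhibited enzyme wells for no effect and no-enzyme background for full effect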
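Compounds are titrated up to 77 uM against 4 nM human enzyme. Substrate 4-methylumbelliferyl-alpha-D-pyranoside (400 uM) reacts 20 min at room temperature in pH 5.0 buffer; liberated 4-methylumbelliferone is read at 440 nm.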
NPSR antag: qHTS Assay for Antagonists of the Neuropeptide S Receptor: cAMP Signal Transduction | CHO-NPSR cells, cAMP TR-FRET, antagonist mode | AID 1461, 2008 | 220,000 compounds, 1% hits | Q6W5P4 | Potency, µM (doses to about 38.3 µM), for inactives: top-dose activity change, negative = inhibition, most hits filed as inhibitors; also: % is scaled to controls: 0 for no effect and ±100 for the full control effect; nearly all actives have a fitted effect of over 50% in size; many of its hits are not listed in these tables
Target sequence (Q6W5P4 whole entry, looked up): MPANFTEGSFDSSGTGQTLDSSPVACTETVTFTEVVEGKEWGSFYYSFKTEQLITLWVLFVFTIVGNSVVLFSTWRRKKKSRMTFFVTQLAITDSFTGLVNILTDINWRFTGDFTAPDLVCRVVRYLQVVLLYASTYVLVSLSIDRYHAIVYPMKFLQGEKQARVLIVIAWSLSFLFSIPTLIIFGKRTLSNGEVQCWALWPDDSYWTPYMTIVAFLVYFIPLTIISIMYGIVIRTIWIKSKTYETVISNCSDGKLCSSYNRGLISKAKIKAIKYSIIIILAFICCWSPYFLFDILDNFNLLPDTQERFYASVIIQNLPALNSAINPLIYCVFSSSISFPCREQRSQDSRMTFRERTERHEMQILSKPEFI
ALDH1A1 block: qHTS Assay for Inhibitors of Aldehyde Dehydrogenase 1 (ALDH1A1); Aldehyde dehydrogenase 1A1 (Homo sapiens), P00352; Purified ALDH1A1, NADH fluorescence, propionaldehyde substrate; Potency, µM (highest dose often 75.3 µM), without a hit: at the highest dose activity, negative = inhibition, most hits filed as inhibitors; 220,000 compounds, 7.3% hits; active = well fitted inhibition curve with a large enough effect, not every such curve was filed as active; inconclusive = small, poorly fitted or top-dose-only effect, or another doubt; inactive = no such curve, though single readings can be large or run the other way;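 also: plate controls were no enzyme wells and a reference inhibitor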
Target sequence (P00352 whole entry, looked up): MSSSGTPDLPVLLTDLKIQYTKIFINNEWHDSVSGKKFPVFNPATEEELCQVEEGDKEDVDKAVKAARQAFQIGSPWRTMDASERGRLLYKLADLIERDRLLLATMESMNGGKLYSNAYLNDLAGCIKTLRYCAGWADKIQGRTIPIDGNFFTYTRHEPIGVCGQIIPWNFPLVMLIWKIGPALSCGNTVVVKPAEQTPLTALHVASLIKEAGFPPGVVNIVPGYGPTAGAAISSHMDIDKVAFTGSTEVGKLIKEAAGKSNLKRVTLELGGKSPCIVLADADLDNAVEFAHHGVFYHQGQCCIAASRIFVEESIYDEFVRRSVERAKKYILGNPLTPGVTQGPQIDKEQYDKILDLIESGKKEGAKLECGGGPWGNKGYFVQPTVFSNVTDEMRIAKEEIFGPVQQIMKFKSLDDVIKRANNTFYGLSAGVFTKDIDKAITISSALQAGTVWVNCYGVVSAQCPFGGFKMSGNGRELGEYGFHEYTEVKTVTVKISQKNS
Epigenetic derep: Quantitative High-Throughput Screen for Regulators of Epigenetic Control; Potency, µM (highest dose often 53.9 µM), for inactives: at the top dose GFP activation, most hits filed as activators; murine LDR cells, GFP reporter derepression, 30 h; 280,000 compounds, 0.2% hits; also: % of control where 0% means no effect; nearly all actives have a fitted effect of over 60% in size
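Murine LDR cells carrying a silenced, genomically integrated CMV-driven GFP reporter were exposed to compound for 30 hours at 37 C. After PBS washes, GFP-positive cells (20–120 um objects) were counted by laser-scanning microplate cytometry.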
GAA glycogen: qHTS Assay for Inhibitors and Activators of Human alpha-Glucosidase Cleavage of Glycogen; recombinant GAA, glycogen substrate, Amplex Red glucose oxidase fluorescence; Lysosomal alpha-glucosidase (Homo sapiens), P10253; Potency, µM (titrated, usually from 76.4 µM), inactives show at the highest dose activity change, negative = inhibition, actives largely listed as inhibitors; 300,000 compounds, 0.38% hits;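 also: 0% = full enzyme reaction and -100% = no-enzyme basal signal; the screen sought inhibitors and activators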
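Recombinant human enzyme (4 nM); glycogen substrate; 37 C, 40 min, pH 5.0. Readout: coupled glucose oxidase/Amplex Red fluorescence.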
* hit, by the source's call; u = inconclusive; x = not tested or not shown; & = joins results of further samples; [ ] = remark or other dose. Unless noted, calls follow the shape of the dose curve; as a rule, active = well fitted curve in the direction sought with a large enough effect; inconclusive = small, poorly fitted or top-dose-only effect, or another doubt; inactive = no such curve, though single readings can be large; an effect the other way counts as inactive or inconclusive. Potency is read from the fitted curve at half-maximal effect. Not all compounds are listed; the hit share may differ from the screen's.

canonical_smiles,Tau fluor cs,aGlu spleen mod,GLA spleen mod,GAA inhib,NPSR antag,ALDH1A1 block,Epigenetic derep,GAA glycogen
CCOc1cc(N2CCOCC2)c(OCC)cc1NC(=O)CN1C(=O)C2C3C=CC(C3)C2C1=O (configuration not stated),-5.7%,-5.4%,5.0%,-3.6%,2.3%,-2.0%,0.9%,2.6%
Cc1nc(NC(=O)COC(=O)C2=NNC(=O)CC2)c(Cl)cc1Cl,-0.1%,4.3%,3.5%,0.5%,7.3%,19.6%,1.5%,2.6%
C=C(C)Cn1c(CCCNC(=O)CC)nc2ccccc21,4.1%,-3.8%,5.1%,0.0%,-7.1%,u,-1.1%,-7.0%
CC(C)c1ccc(NC(=O)c2n[nH]c(=O)c3ccccc23)cc1,-13.0%,-6.9%,-6.6%,0.3%,16.6%,2.3%,1.1%,-0.9%
CCOC(=O)c1c(-c2ccc(OC)cc2)csc1NC(=O)CSc1nnc(C)c(=O)[nH]1,-1.0%,-1.9%,-4.6%,-11.4%,-42.6%,u,1.1%,4.7%
O=C1C(=O)N(Cc2cccnc2)C(c2ccccn2)/C1=C(/O)c1ccc(Br)cc1 (configuration not stated),-7.5%,-5.3%,-3.4%,2.3%,14.8%[46.1 µM],7.0%,0.0%,-1.1%
O=C(CCCNS(=O)(=O)c1cccc2nsnc12)NCc1ccc(F)cc1,-3.9%,-2.9%,0.2%,-7.4%,-2.6%[46.1 µM],u,0.0%,-5.5%
COC(=O)[C@H](Cc1ccccc1)NC(=O)Nc1ccc(OC)cc1,-14.4%,0.4%,0.1%,x,11.8%,x,-1.4%,6.2%
O=S(=O)(Nc1ncccn1)c1ccc(NC(=S)Nc2ccccc2Cl)cc1,-6.7%,1.8%,-0.9%,-6.1%,-18.5%,-5.6%,-0.3%,1.8%
O=C(c1cc(S(=O)(=O)N2CCOCC2)c(Cl)cc1Cl)N1CCCCC1,-5.3%,0.1%,-6.8%,-4.1%,0.1%[46.1 µM],-6.3%,0.8%,4.3%
O=C(C1=C[C@H](c2coc3ccccc3c2=O)C[C@H](OCc2ccc(CO)cc2)O1)N1CCN(Cc2ccccc2)CC1,-8.8%,-0.1%,-0.1%,x,u,-12.4%,-0.7%,9.5%
Cc1ccc(CCNS(=O)(=O)c2ccc(C)cc2)cc1,-17.5%,-0.2%,-2.0%,-2.3%,-8.1%[46.1 µM],u,-0.3%,-1.8%
COc1ccc(Cn2c(C3CC3)nc3ccc(NC(=O)c4ccco4)cc3c2=O)cc1,-24.6%,-4.0%,-10.9%,-7.5%,-24.9%[46.1 µM],-11.7%,-0.2%,-7.3%
CCCCn1c(N)c(N(CC)C(=O)C(c2ccccc2)c2ccccc2)c(=O)[nH]c1=O,0.3%,2.1%,6.7%,3.9%,4.9%,9.7%,-1.3%,12.8%
COC(=O)c1nn(-c2ccc(Oc3ccccc3)cc2)c(=O)cc1O,-3.3%,-2.2%,-7.2%,-0.5%,2.3%,-0.9%,2.4%,1.9%

The results go on.
canonical_smiles,Tau fluor cs,aGlu spleen mod,GLA spleen mod,GAA inhib,NPSR antag,ALDH1A1 block,Epigenetic derep,GAA glycogen
COc1cc2sc(C)nc2cc1C,0.9%,0.8%,1.1%,-5.3%,7.0%,-4.4%,0.4%,-7.2%
c1ccc(Cn2c(-c3ccccc3)nc3nc4ccccc4nc32)cc1,-4.8%,-8.2%,-1.9%,u,-31.7%,u,-1.9%,2.3%
Cc1[nH]c(=O)[nH]c(=O)c1S(=O)(=O)N1CCCC(C(=O)N2CCN(c3cccc(C(F)(F)F)c3)CC2)C1 (configuration not stated),-5.3%,1.4%,-1.5%,-2.1%,8.8%,13.4%,0.7%,14.9%
CCCNc1ncnc2nc[nH]c12,1.8%,-1.6%,2.0%,3.0%,-8.7%[46.1 µM],-0.8%,-0.8%,4.1%
CC(C)c1ccc2c(c1)CCC1C(C)(C(N)=O)CCCC21C (configuration not stated),-8.1%,-2.5%,6.7%,x,x,-0.4%,-2.2%,x
COc1ccc(CCN2C(=NC(=O)CC(C)C)SC3CS(=O)(=O)CC32)cc1 (configuration not stated),-14.8%,-3.5%,-2.2%,u,-16.0%[46.1 µM],u,0.1%,-0.1%
COCCNc1cc(N)c([N+](=O)[O-])cc1[N+](=O)[O-],-13.1%,-5.1%,-10.5%,-8.0%,5.7%,u,1.1%,-8.7%
CCOc1ccc(S(=O)(=O)NCCSCc2ccco2)cc1,-15.4%,-1.5%,-3.7%,6.9%,-11.6%[46.1 µM],2.82µM*,2.1%,0.0%
O=C(Nc1ccc(Cl)cc1)Nc1nc(-c2ccccc2)cs1,1.7%,-2.0%,-1.4%,6.1%,2.2%,17.5%,1.5%,-5.5%
c1ccc(N2CCN(CCCOc3ccc4c(c3)OCO4)CC2)cc1,-19.5%&-12.5%,2.6%&-11.0%,2.4%&-0.1%,x,x,1.1%&3.4%,3.0%&2.1%,x
CCn1c(SCC(=O)OC2CCCCC2)nnc1-c1ccncc1,-1.1%,-0.8%,5.2%,1.0%,-11.7%[46.1 µM],-2.3%,-0.7%,-8.1%
O=C(CNS(=O)(=O)c1ccc2ccccc2c1)OCc1csc(-c2ccccc2)n1,u,-21.9%,-7.0%,-5.4%,13.1%,u,0.0%,-1.4%
COc1ccccc1NC(=O)C(C)Sc1nnnn1C (configuration not stated),2.2%,0.0%,-6.9%,-7.1%,-1.9%[46.1 µM],8.91µM*,-7.6%,8.3%
CCOC(=O)c1nnn2c1nc(N1CCN(c3ccccc3)CC1)c1ccccc12,-18.2%,-1.2%,-0.4%,x,u,x,0.1%,3.8%
CCn1c(SCC(=O)OCc2ccccc2)nc2c1c(=O)n(C)c(=O)n2C,7.2%,-4.0%,-11.7%,-9.8%,-3.1%[46.1 µM],-3.1%,0.8%,5.6%

Other records
canonical_smiles,Tau fluor cs,aGlu spleen mod,GLA spleen mod,GAA inhib,NPSR antag,ALDH1A1 block,Epigenetic derep,GAA glycogen
COc1cccc(C(=O)/C(C#N)=N/Nc2cccc(-c3ccnc(C)n3)c2)c1,u,-5.1%,-1.8%,x,59.7%[7.67 µM],x,-0.3%,-4.8%
CC(C)(C)NC(=O)c1oc2ccccc2c1COc1ccccc1,1.5%,-8.3%,4.2%,3.4%,-23.8%,0.8%,-0.9%,8.2%
CC(C)(C)C(=O)NC1CCN(S(=O)(=O)c2ccccc2F)CC1,2.1%,1.4%,-1.1%,11.6%,-7.0%[46.1 µM],0.3%,-1.0%,-13.8%
COc1ccc(OC(C)C(=O)N2CCc3ccccc3C2)cc1 (configuration not stated),-3.2%,-3.4%,-7.0%,-2.2%,-9.7%[46.1 µM],-6.6%,-1.1%,-1.8%
CCn1c(SCc2nc3ccccc3[nH]2)nnc1-c1cccs1,-9.9%,6.5%,11.9%,-1.2%,-1.8%[46.1 µM],-40.4%,-1.0%,-3.9%
O=C(CSCc1ccccc1Cl)N/N=C/c1ccco1,-3.4%,4.8%,-0.6%,3.5%,1.2%,25.1µM*,2.2%,-8.7%
CC1(C)CC(=O)C(C=Nc2ccc(O)cc2)=C(O)C1,-13.8%,3.3%,-11.1%,-6.9%,-2.6%[46.1 µM],u,1.1%,-8.0%
CC(C)CC1NC(=O)C(CCCN)NC(=O)C(C(C)C)NC(=O)C2CCCN2C(=O)C(Cc2ccccc2)NC(=O)C(CC(C)C)NC(=O)C(CCCN)NC(=O)C(C(C)C)NC(=O)C2CCCN2C(=O)C(Cc2ccccc2)NC1=O (configuration not stated),-29.5%,-3.4%,2.9%,x,x,2.6%,u,x
Cc1cc(N(CCO)CCO)ccc1C(c1ccc(N(CCO)CCO)cc1C)c1ccccc1Cl,u,0.0%,-13.7%,u,-29.9%[46.1 µM],-3.0%,0.1%,2.2%
CCn1c(SCC(=O)Nc2ccc3c(c2)OCCO3)nnc1-c1c[nH]c2ccccc12,-23.7%,-0.6%,-2.8%,x,35.4%,0.9%,1.1%,4.7%
CCOC(=O)C1=C(O)/C(=C/c2ccc(CNC(=O)C(=O)Nc3ccc(C)cc3)o2)N=C1C,-22.6%,-7.4%,-0.3%,u,u,-1.4%,-0.5%,-28.2%
CC(C)(Oc1ccc(Cl)cc1)C(=O)OCC(=O)N1CCCC1,-3.2%,2.8%,0.5%,-2.1%,-1.4%[46.1 µM],4.4%,-4.3%,2.7%
CCS(=O)(=O)N1CCN(CC2CC3C=CC2C3)CC1 (configuration not stated),-2.7%,-22.0%,8.2%,-5.8%,0.9%[46.1 µM],0.5%,2.0%,-1.2%
CCOC(=O)CNc1nc(OCC#N)nc(N2CCOCC2)n1,-4.1%,-4.6%,-1.9%,-9.3%,-10.0%[46.1 µM],-0.6%,3.2%,7.0%
O=C(CN1CCN(S(=O)(=O)/C=C/c2ccccc2)CC1)Nc1ccc(N2CCOCC2)cc1,-10.6%,4.1%,2.4%,-9.8%,7.7%,7.1%,-1.9%,-1.7%
O=C(c1ccc(Cn2cc(Br)cn2)cc1)N1N=C(C(F)F)CC1(O)C(F)F (configuration not stated),-6.4%,-8.7%,0.2%,-4.4%,-4.1%,7.8%,-4.3%,-7.5%
C=CCN(CC=C)C(=O)Cc1ccc(F)cc1,4.6%,-4.2%,-1.3%,-2.6%,-1.5%[46.1 µM],6.2%,5.4%,-10.8%
CCCCCN(C(=O)CN(C)Cc1ccc(OC)cc1OC)c1c(N)n(CCCC)c(=O)[nH]c1=O,-4.9%,5.7%,5.9%,-3.7%,-6.2%[46.1 µM],18.8%,-1.0%,1.9%

Some of the entries so far, with two lines to a compound:
Each structure is followed by: Tau fluor cs | aGlu spleen mod | GLA spleen mod | GAA inhib | NPSR antag | ALDH1A1 block | Epigenetic derep | GAA glycogen
COC(=O)c1nn(-c2ccc(Oc3ccccc3)cc2)c(=O)cc1O
 : -3.3% | -2.2% | -7.2% | -0.5% | 2.3% | -0.9% | 2.4% | 1.9%
CCn1c(SCC(=O)OCc2ccccc2)nc2c1c(=O)n(C)c(=O)n2C
 : 7.2% | -4.0% | -11.7% | -9.8% | -3.1%[46.1 µM] | -3.1% | 0.8% | 5.6%
